# Rev-RRE block: HIV Rev-RRE protein-RNA interaction inhibition; P05866; Rev peptide-RRE RNA binding, FRET; inhibition, % at 8 µM; 97,000 tested, 0.79% active; AID 704;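 active = inhibition above the screen-wide mean plus 3 SD, cut at about 35% in these data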;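 note: 0% = median DMSO wells and 100% = median Neomycin B control wells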
#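 Test system – labelled RRE RNA duplex and labelled Rev peptide · Reagent – labelled Rev peptide · Doses – one concentration, 8 µM nominal · Incubation – 5 + 15 min at 25 °C · Signal – FRET fluorescence readout · Read-out basis – % inhibition of FRET ratio versus controls · Control set – DMSO wells as 0% and neomycin B wells as 100% inhibition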
# LYP act: LYP (human) phosphatase activation; recombinant LYP, DiFMUP fluorescence; 0 = plate median, 100 = signal doubled; 96,000 tested, 0.11% active; activation, % at 2 µM;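 active = activation at 2 µM above a set limit, the mean plus 5 SD, cut at about 37% in these data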
# PostGolgi yeast: growth inhibition of a yeast mutant, post-Golgi transport screen | post-Golgi transport phenotypic cell assay | inhibition, % at 10 µM | 98,000 tested, 0.9% active | AID 739;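 note: yeast cells grown in 1536-well plates; yeast grown about 18 h at 30C before absorbance read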
# PostGolgi ctrl: yeast control strain growth, post-Golgi counter-screen | inhibition, % at 10 µM | 98,000 tested, 5% active | AID 738 | efflux-deficient yeast background strain, growth absorbance A615, 16 h
# LYP inh 2: inhibitors of human LYP (PTPN22) phosphatase. Q9Y2R2. recombinant LYP catalytic domain, DiFMUP fluorescence. inhibition, % at 2 µM. 96,000 tested, 0.21% active;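 active = inhibition at 2 µM at or above a set limit, the screen mean plus 3 SD, cut at about 24% in these data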;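 note: 0% = DMSO with enzyme and 100% = enzyme fully blocked by orthovanadate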
# S1P2 blocker: S1P2 (human) receptor antagonism | 97,000 tested, 0.21% active | cell-based S1P2 antagonist assay, inhibition at 5 uM | O95136 | inhibition, % at 5 µM; in the data active = inhibition above about 45%;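 note: CRE beta-lactamase reporter cells expressing human S1P2 stimulated with S1P; 0% = agonist at EC80 alone and 100% = agonist plus reference antagonist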
# EphB4 antag: EphB4-ephrin-B2 interaction antagonism; P54760; EphB4 LBD / TNYL-RAW-Alexa532 peptide, fluorescence polarization; inhibition, % at 7 µM; 97,000 tested, 0.15% active;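 active = inhibition above the screen-wide mean inhibition plus 3 SD, cut at about 15% in these data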;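 note: 0% = DMSO wells and 100% = excess unlabeled TNYL-RAW peptide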
# S1P2 agonist: S1P2 (human) receptor agonism; O95136; S1P2-expressing cell line, agonist reporter read-out; activation, % at 4.5 µM; 97,000 tested, 0.46% active; AID 729; in the data active = activation above about 16%;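 note: 0% = vehicle low control and 100% = maximal reference agonist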
# FAK inh: FAK (human) kinase inhibition; Q05397; biochemical FAK kinase activity assay; inhibition, %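 (tested at 7 µM)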; 97,000 tested, 0.84% active; AID 727; in the data active = inhibition above about 19%;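 note: 0% = DMSO and 100% = reference compound high control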
# Target sequence (Q05397 whole entry, looked up): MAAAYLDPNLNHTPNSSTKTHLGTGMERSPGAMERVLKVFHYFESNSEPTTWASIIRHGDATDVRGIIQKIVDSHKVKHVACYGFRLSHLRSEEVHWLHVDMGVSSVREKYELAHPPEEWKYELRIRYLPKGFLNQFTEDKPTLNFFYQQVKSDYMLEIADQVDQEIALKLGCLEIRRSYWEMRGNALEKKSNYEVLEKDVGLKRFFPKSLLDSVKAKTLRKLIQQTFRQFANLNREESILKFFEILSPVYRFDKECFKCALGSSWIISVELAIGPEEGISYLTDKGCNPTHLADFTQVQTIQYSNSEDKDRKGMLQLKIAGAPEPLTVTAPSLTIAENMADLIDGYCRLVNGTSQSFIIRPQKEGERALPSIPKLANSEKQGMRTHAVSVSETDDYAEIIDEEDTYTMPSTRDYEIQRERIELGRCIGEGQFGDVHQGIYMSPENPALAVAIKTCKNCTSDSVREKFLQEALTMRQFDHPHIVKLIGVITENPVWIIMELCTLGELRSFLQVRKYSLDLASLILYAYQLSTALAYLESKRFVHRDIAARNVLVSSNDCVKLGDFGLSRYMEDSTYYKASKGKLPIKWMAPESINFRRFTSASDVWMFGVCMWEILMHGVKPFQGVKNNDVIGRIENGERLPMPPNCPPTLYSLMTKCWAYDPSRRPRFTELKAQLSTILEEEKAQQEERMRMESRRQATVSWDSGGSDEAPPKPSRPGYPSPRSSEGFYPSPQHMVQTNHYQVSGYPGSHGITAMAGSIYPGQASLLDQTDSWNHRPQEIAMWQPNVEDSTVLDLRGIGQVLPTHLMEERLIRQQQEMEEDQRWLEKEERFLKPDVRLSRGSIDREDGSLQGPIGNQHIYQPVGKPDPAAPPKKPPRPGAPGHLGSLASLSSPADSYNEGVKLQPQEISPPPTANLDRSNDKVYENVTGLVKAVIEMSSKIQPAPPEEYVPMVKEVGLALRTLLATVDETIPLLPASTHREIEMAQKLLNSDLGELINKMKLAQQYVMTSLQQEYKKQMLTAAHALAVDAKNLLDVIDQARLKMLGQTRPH
# The depositor's hits bear a star; x = no result given; [ ] = another dose, or the depositor's remark. Cut-off read from the data, not from the text of the source, unless noted: active = inhibition above about 30%; inactive = the rest.
SMILES	Rev-RRE block	LYP act	PostGolgi yeast	PostGolgi ctrl	LYP inh 2	S1P2 blocker	EphB4 antag	S1P2 agonist	FAK inh
O=C(CSCc1ccccc1)Nc1nccs1	5	6	-13	3	-7	14	6	-5	0
Cc1ccc(NC(=O)N2CCc3ccccc3C2)cc1	8	0	6	1	2	-31	-7	-1	5
CC1(C)CC(=O)c2c(-c3cccs3)n[nH]c2C1	2	2	5	10	0	-25	-1	-5	0
COc1ccc(S(=O)(=O)NC(CC(=O)NCc2ccco2)C(C)C)cc1 (stereo not drawn)	8	-2	0	38*	-2	14	7	-6	-2
O=C(c1ccc2c(c1)OCO2)N1CCCC1	2	-2	4	20	4	5	2	-5	-4
COc1cc2c(=O)n(CC3CCCO3)c(=O)n(CC(=O)Nc3cccc(Cl)c3)c2cc1OC (stereo not drawn)	5	5	3	11	-7	3	3	-2	1
CN1CCOCCOCCN(C)C(=O)N2CCOCCOCCN(CCOCC2)C1=O	13	-3	2	7	4	10	2	-4	-2
Cc1cc(NC(=O)CSc2nnc(-c3cccnc3)n2C2CCCCC2C)no1 (stereo not drawn)	4	8	-2	16	-12	-14	-4	-6	-1
CCCOc1ccc(-c2nc(N)n[nH]2)cc1	2	-5	4	17	3	14	-1	-3	-4
CCCc1cc(=O)[nH]c(SCC(=O)NCCCC(=O)OCC)n1	8	-2	12	-3	6	15	5	-4	4
CCCCc1nc(NCCNC(=O)c2ccccc2)c(C#N)c2c1CSC(C)(C)C2	10	-2	15	99*	5	17	-6	-3	1
COc1cccc2cc(C(=O)C3=C(O)C(=O)N(CCN4CCOCC4)C3c3cccs3)oc12 (stereo not drawn)	2	5	1	6	-8	6	-10	-6	0
COc1cccc(C(C(=O)Nc2ccc(F)cc2)N(C(=O)Cn2nnc3ccccc32)C2CC2)c1 (stereo not drawn)	7	-8	5	12	9	13	-3	-6	-5
Nc1nc(Cl)cc(Sc2ccc(F)cc2)n1	9	-11	17	8	13	-8	1	-2	5
Cc1noc(C)c1CSc1nnc2scc(-c3ccc(Cl)cc3)n12	-2	0	2	1	-6	-13	-3	-4	4
COc1ccc2c(c1OC)C(=O)N1c3ccccc3SC21 (stereo not drawn)	7	2	1	12	0	-12	7	-4	0
CCC(C)(C)NC(=O)C(c1ccc(C)cc1)N(Cc1cccs1)C(=O)c1ccc2c(c1)OCCO2 (stereo not drawn)	8	-10	-3	5	15	11	5	-9	-8
CCN(CC(=O)NCc1cccs1)S(=O)(=O)c1ccc(C(C)C)cc1	5	-7	-6	22	8	13	0	-9	-6
O=C(COc1ccc(Cl)cc1Cl)NCCSc1ccc(Cl)cc1	15	2	-1	43*	-2	-6	-7	-4	1
C=CCSc1n[nH]c(-c2ccc(OCCCC)cc2)n1	10	-2	1	29	4	9	4	-2	2
COc1ccc(OC)c(NC(=O)C2COc3ccccc3O2)c1 (stereo not drawn)	3	2	1	-4	-6	-7	-3	-6	-3
N=c1sccn1CC(=O)Nc1ccc(S(=O)(=O)N2CCOCC2)cc1	6	2	-15	23	-4	7	4	-5	2
COc1ccc(CCNC(=O)CN(C)S(=O)(=O)c2cccc3nsnc23)cc1OC	-1	-3	-2	2	2	20	6	0	-3
CC1=CC(C)(C)Nc2ccc(OC(=O)c3cccnc3)cc21	2	-11	-7	0	10	16	2	-7	0
Cc1ccc(OCc2nnc(SCC(=O)c3ccccc3)n2-c2ccccc2)cc1	1	0	x	x	-4	6	7	-2	-1
O=C(NCc1ccc2c(c1)OCO2)C1CC(c2cccc(Br)c2)=NO1 (stereo not drawn)	2	3	2	9	0	9	1	-7	7
COc1cc(NC(=O)c2c(F)cccc2F)nc(OC)n1	5	0	-3	6	-3	12	3	-4	9
COc1cc(C(N)=O)cc(Br)c1OC	0	0	-4	-9	-1	-14	1	-1	-1
CSc1ccc(S(=O)(=O)NCc2ccc(C)cc2)cc1	7	0	-1	12	0	-2	-1	-1	-1
Cc1ccc(OCCn2cnc3c(N)ncnc32)cc1	-5	3	3	8	-3	-16	-5	-1	-1

# An excerpt from above, reduced to EphB4 antag.
mol,EphB4 antag
COc1ccc(CCNC(=O)CN(C)S(=O)(=O)c2cccc3nsnc23)cc1OC,6
COc1ccc2c(c1OC)C(=O)N1c3ccccc3SC21 (stereo not drawn),7

# Remaining list, next part
SMILES	Rev-RRE block	LYP act	PostGolgi yeast	PostGolgi ctrl	LYP inh 2	S1P2 blocker	EphB4 antag	S1P2 agonist	FAK inh
COc1nc(C)ccc1-c1noc(-c2ccco2)n1	10	1	6	15	-1	-8	2	0	1
CCOC(=O)c1ccccc1NC(=O)c1cccc(F)c1	15	-2	2	5	4	-15	-3	-1	-1
O=C(Nc1ccc2nc(-c3ccccc3)[nH]c2c1)c1ccco1	-2	-10	4	-5	13	-24	-1	3	0
CCOC(=O)C1=C(C)NC(=O)NC1c1ccc(OC)c(CN2CCOCC2)c1 (stereo not drawn)	1	1	-4	-2	3	3	9	-3	-4
CCCNC(=O)CS(=O)Cc1nc(-c2cccc(OC)c2)oc1C (stereo not drawn)	-3	1	-1	2	-2	-8	-2	-1	-1
CCN(CC)c1ccc(-c2nn3c(-c4cccnc4)nnc3s2)cc1	8	3	-14	39*	2	10	3	2	6
Cc1ccc(C=Nc2ccc(N(C)C)cc2)o1	-15	-1	0	-5	0	26	-2	-1	7
Cn1cnnc1SC(C(=O)c1ccccc1)c1ccccc1 (stereo not drawn)	2	-12	-2	10	9	-15	0	-1	-9
O=C(O)CCC(=O)OCC1CCCO1 (stereo not drawn)	1	8	-13	10	-10	-6	3	4	0
Cc1noc(C(=O)Nc2cccnc2)c1Cl	8	7	2	13	-8	-3	4	-1	0
COCCNCCOCCOc1ccc(Cl)c(C)c1	-2	6	-6	12	-6	5	-1	-3	2
CCN(CC)S(=O)(=O)c1cccc(C(=O)N[C@H](C(=O)NCc2ccc(Cl)cc2)C(C)C)c1	13	-6	-4	10	5	3	5	-4	-1
CCOc1ccc(OCC)c(S(=O)(=O)NCc2ccccn2)c1	9	3	2	4	-6	12	10	0	10
CCc1ccc(N2CC34C=CC(O3)C(C(=O)OC)C4C2=O)cc1 (stereo not drawn)	7	-3	-4	12	2	8	11	-7	-4
OCCNc1nc(N2CCCC2)nc(N2CCCC2)n1	0	-5	x	x	6	-13	-3	-1	-1
Cn1nc(-c2ccc(OCC(=O)NCC3CCCO3)cc2)c2ccccc2c1=O (stereo not drawn)	-4	4	-2	-2	-5	-6	-5	-3	1
Cc1nnc(SCCn2c(N3CCN(Cc4ccccc4)CC3)nc3c2c(=O)[nH]c(=O)n3C)s1	5	2	1	0	-6	-9	-4	0	-3
CCOC(=O)C1CCN(CC(=O)Nc2c(C(=O)OC)[nH]c3ccc(Cl)cc23)CC1	14	-1	3	10	1	19	4	-3	4
Oc1c(C=NCc2ccc(F)cc2)[nH]c2ccc(Br)c(Cl)c12	99*[fluorescence artefact?]	-9	-2	10	11	7	6	-3	1
Clc1ccc(/C=C/c2nc3ccccc3[nH]2)c(Cl)c1	8	-6	24	75*	9	-1	-2	0	7
Clc1ccc(Cc2nn3c(Cn4nnc5ccccc54)nnc3s2)cc1	5	-9	-3	30	9	25	5	-2	1
Cc1cc(Cl)ccc1N(CC(=O)N=Nc1c(O)[nH]c2ccccc12)S(C)(=O)=O	11	-3	4	10	4	-6	-11	-4	0
Cn1nc(-c2ccccc2)c(CSc2ccccc2)c1Cl	18	2	-2	18	1	-29	5	-4	0
COc1ccccc1N1C(=O)C2CC(C)=C(C)CC2C1=O (stereo not drawn)	5	3	-5	2	-6	-3	-4	-5	0
CC(=O)c1cc2c(cc1NC(=O)CN1CCCCCC1)OCO2	-2	-6	-4	5	6	-12	-6	-6	-9
O=C(CCSc1nnc2scc(-c3ccccc3)n12)Nc1nc(-c2ccccc2)ns1	6	-5	4	-5	4	3	4	-8	1
COc1ccc(C2CC(c3ccc(Cl)cc3Cl)Nc3nc(N)nn32)cc1 (stereo not drawn)	1	-6	0	-2	5	14	3	-2	-4
O=C(NCC(=O)N(CC1CCCO1)C(C(=O)NC1CCCC1)c1cccnc1)c1ccco1 (stereo not drawn)	7	7	21	5	-10	24	8	-1	0
O=C(O)CCCc1nc(-c2ccccc2)no1	11	0	-2	-1	-4	3	0	-4	0
COc1cccc(NC(=O)c2ocnc2C)c1	5	10	4	13	-13	13	-4	-10	-2
O=C(OCc1nnc(-c2ccccc2)o1)c1ccco1	5	-6	0	-1	5	9	9	-3	1
CCOC(=O)Nc1nc2ccccc2s1	5	7	20	-5	-6	-10	-2	-1	1
CCCCCCCNC(=O)COc1ccc2c(c1)C(=O)CC(C)(C)O2	3	-1	-6	16	-1	-4	-1	-7	-3
COc1ccc(OCCSc2nnc(CCNC(=O)c3ccc(Cl)c(Cl)c3)n2C)cc1	5	-15	0	3	19	-4	-2	-1	0
O=S(=O)(c1cccc2cccnc12)n1cnc2ccccc21	2	-4	8	18	2	15	0	-3	5
O=C(NC1CCS(=O)(=O)C1)Oc1ccccc1 (stereo not drawn)	4	-4	19	-8	5	12	-7	-3	-1
CN(C)c1ccc(C2NCCS2)cc1 (stereo not drawn)	7	-8	16	-4	7	16	3	-3	1
COc1ccc(C(=O)Nc2cc(OC)ccc2OC)cc1	4	3	-4	2	-5	-6	-5	-2	-2
O=C(Nc1ccc2c(c1)OCCO2)C1CCCN(S(=O)(=O)Cc2ccccc2)C1 (stereo not drawn)	6	1	3	-1	-5	5	2	-7	-4
CCOc1ccccc1-n1c(SCC(=O)NC(C)CC)nnc1-c1ccoc1C (stereo not drawn)	-4	-2	10	-1	6	-15	-2	-2	0
COC(=O)c1ccc(C2/C(=C(/O)c3ccc(OC)cc3)C(=O)C(=O)N2c2cc(C)on2)cc1 (stereo not drawn)	-3	0	-5	5	-1	-3	-3	-2	-3
COc1ccccc1NC(=O)CSc1nc2n[nH]c(C)c2c(=N)n1-c1ccccc1Cl	5	2	x	x	-5	-22	-3	21*	21*
Cc1ccc(C(=O)CSc2nnc(-c3ccc4[nH]c(C)c(C)c4c3)o2)cc1C	7	1	-3	5	-5	-12	1	-5	1
Nc1nnc(CCC2CCCCC2)s1	10	2	-1	6	-3	-8	2	-2	2
Cc1ccc(-n2nnnc2C(Cl)(Cl)c2nnnn2-c2ccc(C)cc2)cc1	16	-2	108*	100*	4	39	4	-10	-3

# Among those listed so far, 2 contain a COOH group.
SMILES	Rev-RRE block	LYP act	PostGolgi yeast	PostGolgi ctrl	LYP inh 2	S1P2 blocker	EphB4 antag	S1P2 agonist	FAK inh
O=C(O)CCC(=O)OCC1CCCO1 (stereo not drawn)	1	8	-13	10	-10	-6	3	4	0
O=C(O)CCCc1nc(-c2ccccc2)no1	11	0	-2	-1	-4	3	0	-4	0

# (continued)
SMILES	Rev-RRE block	LYP act	PostGolgi yeast	PostGolgi ctrl	LYP inh 2	S1P2 blocker	EphB4 antag	S1P2 agonist	FAK inh
Cc1ccc(-n2c(SCC(=O)Nc3cc(C)on3)nc3c([nH]c4ccccc43)c2=O)cc1	7	-13	-10	-1	10	-9	14	18*	6
Cn1nc(-c2ccc(C(=O)N3CCN(Cc4ccccc4)CC3)cc2)c2ccccc2c1=O	8	1	3	25	0	-7	2	-1	-2
Cc1cc(C)c2c(N)c(C(=O)N3CCN(c4ncccn4)CC3)sc2n1	8	-1	0	9	-1	-17	4	4	5
CC1Cc2nc(SCC(=O)Nc3nc4ccccc4s3)n(C)c(=O)c2S1 (stereo not drawn)	6	3	3	30	-6	7	-2	-5	2
CC(=O)NC(CCS(C)(=O)=O)C(=O)Nc1cccc2ccccc12 (stereo not drawn)	4	0	0	7	-2	12	1	-5	-4

# Screening results as filed in PubChem.
